Compound activity as filed in PubChem BioAssay.
ABHD5-PLIN5 inh: ABHD5-PLIN5 protein interaction inhibition; AID 602281; Split G. princeps luciferase complementation, luminescence, 4 h; inhibition, % at 4 µM; 360,000 compounds, 0.78% hits; Q00G26+Q8WTS1;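 active means inhibition above the mean inhibition across every tested compound plus 3 SD, cut at about 22% in these data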;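 further: 0% = DMSO only wells and the 100% control is not disclosed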
SRC2 inh: inhibits human steroid receptor coactivator 2; HEK293 GAL4-SRC2 luciferase reporter, luminescence; Q15596; inhibition, % at 9 µM; 370,000 compounds, 0.17% hits;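 active means inhibition above the mean inhibition of all tested compounds plus 3 SD, set per campaign, cut at about 52% in these data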;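 further: 0% = DMSO treated cells and 100% = cells given Gossypol at 36 µM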
NCOA3 inh: inhibits human SRC3 coactivator; 360,000 compounds, 0.17% hits; HEK293 GAL4-SRC3 luciferase reporter, luminescence; AID 588352; inhibition, % at 3.6 µM; Q9Y6Q9;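 active means inhibition above a per-campaign cutoff, the mean of all compounds plus 3 SD, cut at about 60% in these data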;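 further: 0% = DMSO-treated cells and 100% = gossypol-treated cells at 36 µM; higher means less SRC3-driven luciferase light from the GAL4 reporter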
NOD2 RIPK2 PPI: inhibitors of human NOD2-RIPK2 interaction; O43353; CHO BLA complementation NOD2-RIPK2, CCF4 ratio; inhibition, % at 4.98 µM; 360,000 compounds, 0.38% hits; AID 624267; in the data active means inhibition above about 21%;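 further: 0% = vehicle only and 100% = reference blocker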
MC4R antag cAMP: blocks human MC4R cAMP signaling. MC4R-expressing cells, MTII-stimulated cAMP, LANCE TR-FRET. P32245. 360,000 compounds, 0.48% hits. inhibition, % at 6.5 µM;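 active means inhibition above its plate's cutoff, the mean of tested wells on that plate plus 3 SD, cut at about 29% in these data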;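 further: 0% = Melanotan II alone and 100% = Melanotan II plus saturating MCL0020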
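material = U2OS cells stably expressing human melanocortin 4 receptor (MC4R) | also added = Melanotan II challenge | dosing = single nominal compound dose of 6.5 µM | detection = TR-FRET with Eu-cAMP and labeled anti-cAMP, 671 nm | replication = singlicate | timing = compound 30 min, challenge 1 h, detection 1 h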
COUP-TFII inh: NR2F2 (human) inhibition, primary screen; inhibition, % at 8.6 µM; 370,000 compounds, 0.7% hits; P24468; HEK293T NGFI-A luciferase reporter, luminescence;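 active means inhibition above a per-plate cutoff, mean inhibition of test wells between control levels plus 3 SD, cut at about 38% in these data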;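 further: cells cotransfected with COUP-TFII expression vector driving the NGFI-A reporter; 0% = median of COUP-TF2 test wells and 100% = reporter-only cells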
SRC1 inh: inhibits human SRC1 coactivator. Q15788. HEK293 GAL4-SRC1 luciferase reporter, luminescence. inhibition, % at 3.6 µM. 360,000 compounds, 0.12% hits;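 active means inhibition above the campaign mean plus 3 SD, with each screening campaign given its own cutoff, cut at about 60% in these data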;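 further: 0% = DMSO treated cells and 100% = gossypol at 36 µM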
EBV LMP1 NFkB: reduces LMP1-driven NF-kappaB luciferase signal | LMP1-induced NF-kappaB luciferase reporter cells, luminescence | inhibition, % at 12.5 µM | 350,000 compounds, 0.69% hits | AID 504558; in the data active means inhibition above about 41%;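 further: 0% = neutral control wells and 100% = reference inhibitor control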
TLR9-MyD88 block: blocks human TLR9 binding to MyD88; Q9NR96+Q99836; 340,000 compounds, 0.21% hits; CHO BLA complementation TLR9-MyD88, CCF4 FRET ratio; inhibition, % at 4.98 µM;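 active means inhibition above the mean over all tested compounds plus 3 SD, cut at about 21% in these data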;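 further: 0% = DMSO only wells and 100% = clavulanate BLA inhibitor control wells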
LRH-1 inv ag: NR5A2 inverse agonism in reporter assay | HEK293T StAR-luciferase reporter, LRH-1 transfected, 24 h | O00482 | 360,000 compounds, 0.13% hits | AID 602396 | inhibition, % at 3.6 µM;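 active means inhibition above the mean inhibition of all tested compounds plus 3 SD, cut at about 73% in these data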;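 further: 0% = DMSO wells and 100% = reporter-only cells lacking LRH-1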
MC4R barr agon: agonists of human melanocortin 4 receptor (MC4R) beta-arrestin; P32245; U2OS MC4R beta-arrestin complementation, luminescence; percent of melanotan II response, DMSO zero; activation, % at 8.9 µM; 360,000 compounds, 0.98% hits; AID 540308;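 active means activation above a per-plate cutoff, the mean activation of sample wells on that plate plus 3 SD, cut at about 8% in these data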
An asterisk follows results filed as active; · = no result given.

nr | molecule | COUP-TFII inh | SRC2 inh | MC4R barr agon | SRC1 inh | LRH-1 inv ag | EBV LMP1 NFkB | NOD2 RIPK2 PPI | MC4R antag cAMP | ABHD5-PLIN5 inh | NCOA3 inh | TLR9-MyD88 block
1 | O=C(NCCN1CCN(c2ccccc2)CC1)c1cccn2c(=O)c3cc(Cl)ccc3nc12 | 6 | -19 | -1.2 | -1 | 3 | 4 | 0 | -10 | 1 | 4 | -9
2 | Cc1onc(-c2ccccc2)c1C(=O)Nc1ccc(C(=O)N2CCCCC2)cc1 | 6 | 7 | 0.1 | -8 | -7 | 3 | -4 | 6 | -5 | 4 | -6
3 | O=C1NC[C@@H](Cc2ccc(O)cc2)N(CCc2cc(C(F)(F)F)cc(C(F)(F)F)c2)C1=O | 4 | -5 | · | · | -1 | · | -4 | · | 19 | · | ·
4 | Nn1c(SCC(=O)N2CCCC2)nnc1C1CCCCC1 | 9 | 2 | 1.3 | -6 | -6 | -1 | 8 | 12 | 5 | -6 | -4
5 | Cc1ccc(NC(=O)CNC(=O)c2ccco2)c(Cl)c1 | 1 | -33 | -0.5 | -9 | -9 | -1 | 0 | 0 | -6 | -25 | 1
6 | CCOc1ccccc1N(CC(=O)NC1CCCC1)C(=O)CNC(=O)c1cccs1 | -15 | 9 | 1.8 | -6 | 3 | 5 | -2 | 9 | 9 | 21 | 4
7 | CCOC(=O)/C=C/C(=O)OCC(=O)N1CCN(C(=O)c2ccco2)CC1 | -20 | 10 | -1.8 | -36 | -18 | 5 | -3 | 0 | 8 | -6 | -6
8 | CC(=O)Nc1ccc(S(=O)(=O)Nc2cccc(NC(=O)C(C)(C)C)c2)cc1 | 5 | -30 | -0.4 | -8 | 13 | -8 | -1 | -3 | -1 | -18 | 0
9 | Cc1c(Cc2ccc3c(c2)OCO3)sc(NC(=O)c2ccccc2)c1C(N)=O | -20 | 5 | 1.6 | -5 | -35 | 8 | 2 | -1 | -12 | -1 | 7
10 | COc1cccc(OC)c1C(=O)Nc1ccc2c(c1)OCCO2 | -6 | -29 | -1.5 | -12 | 8 | -5 | -4 | 8 | 6 | 21 | -2
11 | O=C(CCCOc1ccc(Cl)cc1Cl)Nc1ncccn1 | 16 | -26 | -0.8 | -13 | -12 | -9 | -7 | 5 | 3 | 13 | -1
12 | O=C(CN1C(=O)NC2(CCCC2)C1=O)OCCOc1ccccc1 | -7 | -18 | -1.8 | 7 | 1 | -3 | 5 | 6 | -3 | 0 | -1
13 | O=C(CCc1cccc(Cl)c1)N1CCCC(Nc2ccccc2)C1 (configuration not stated) | 0 | 24 | -0.1 | -17 | 10 | 1 | 0 | -1 | 6 | 5 | 6
14 | COCCNC(=O)c1ccc(N2CC3CC(C2)c2cccc(=O)n2C3)c(NC(=O)c2ccc(C(C)(C)C)cc2)c1 (configuration not stated) | -10 | 1 | -0.7 | -26 | -2 | 10 | -18 | 5 | -4 | -57 | 9
15 | Cc1cc(NC(=O)c2cc3ccccc3o2)no1 | -11 | -19 | 0.7 | -52 | -57 | -1 | -9 | 0 | -1 | -63 | 2

A draw from above in order of molecular weight, falling:
nr | molecule | COUP-TFII inh | SRC2 inh | MC4R barr agon | SRC1 inh | LRH-1 inv ag | EBV LMP1 NFkB | NOD2 RIPK2 PPI | MC4R antag cAMP | ABHD5-PLIN5 inh | NCOA3 inh | TLR9-MyD88 block
6 | CCOc1ccccc1N(CC(=O)NC1CCCC1)C(=O)CNC(=O)c1cccs1 | -15 | 9 | 1.8 | -6 | 3 | 5 | -2 | 9 | 9 | 21 | 4
9 | Cc1c(Cc2ccc3c(c2)OCO3)sc(NC(=O)c2ccccc2)c1C(N)=O | -20 | 5 | 1.6 | -5 | -35 | 8 | 2 | -1 | -12 | -1 | 7
12 | O=C(CN1C(=O)NC2(CCCC2)C1=O)OCCOc1ccccc1 | -7 | -18 | -1.8 | 7 | 1 | -3 | 5 | 6 | -3 | 0 | -1

Limited to MC4R barr agon, EBV LMP1 NFkB and SRC2 inh, for 2 of the compounds above:
#	canonical_smiles	MC4R barr agon	EBV LMP1 NFkB	SRC2 inh
6	CCOc1ccccc1N(CC(=O)NC1CCCC1)C(=O)CNC(=O)c1cccs1	1.8	5	9
7	CCOC(=O)/C=C/C(=O)OCC(=O)N1CCN(C(=O)c2ccco2)CC1	-1.8	5	10

Additional structures follow:
nr | molecule | COUP-TFII inh | SRC2 inh | MC4R barr agon | SRC1 inh | LRH-1 inv ag | EBV LMP1 NFkB | NOD2 RIPK2 PPI | MC4R antag cAMP | ABHD5-PLIN5 inh | NCOA3 inh | TLR9-MyD88 block
16 | COc1ccc(N2C(=O)CNC2=S)cc1 | -7 | -24 | -3.0 | -23 | 14 | -6 | -6 | 4 | 6 | 25 | -3
17 | CC(C)(C)c1ccc(S(=O)(=O)N2CCN(c3ncccn3)CC2)cc1 | -34 | -13 | 1.0 | -9 | 1 | -13 | 0 | -7 | -2 | 3 | 7
18 | O=C1NC(Cc2ccc(O)cc2)c2nc3cc(F)c(F)cc3c(=O)n2-c2ncccc21 (configuration not stated) | 27 | -19 | 0.0 | -35 | -2 | -2 | 3 | 11 | 3 | -10 | 5
19 | O=S(=O)(c1ccc(Cl)cc1)n1nnc2ccccc21 | -5 | -16 | 0.4 | -16 | -5 | -2 | -3 | 5 | -2 | 5 | 9
20 | CCOc1ccccc1Nc1nnc(SCC(=O)NC2CCS(=O)(=O)C2)s1 (configuration not stated) | 10 | 2 | 0.0 | -3 | -5 | -1 | 6 | 2 | 8 | 9 | -7
21 | O=C(Nc1cccc(Cl)c1)NC1CC2CCC(C1)N2Cc1ccco1 (configuration not stated) | 21 | -3 | -4.5 | -13 | 7 | 12 | 0 | 5 | 3 | -6 | 14
22 | CCc1ccc(S(=O)(=O)Nc2ccc(-c3nc4cccnc4s3)cc2)s1 | -28 | -28 | 6.6 | -19 | -20 | -13 | -7 | 1 | -10 | -43 | -21
23 | O=C(NCC(O)COc1ccc([N+](=O)[O-])cc1)Nc1ccccc1 (configuration not stated) | 4 | -21 | -1.8 | -34 | -5 | -10 | -9 | -5 | -4 | -19 | -4
24 | COc1ccc(C(=O)OC(C)C(=O)NC(C)CCc2ccccc2)c(OC)c1 (configuration not stated) | 3 | -3 | -0.3 | 4 | 1 | -6 | 1 | 10 | 0 | 9 | 11
25 | O=C(Cc1ccc(Br)cc1)OCC(=O)N1CCCCCC1 | 15 | -12 | -2.7 | -1 | 1 | -1 | -3 | 6 | -5 | -2 | -1
26 | CC1=C(C(=O)OCc2ccccc2)C(c2ccc(N3CCOCC3)cc2)NC(=O)N1 (configuration not stated) | 2 | 7 | -3.1 | -6 | 1 | 3 | -11 | -3 | -2 | 7 | 1
27 | CCC1C(=O)CC(c2ccc([N+](=O)[O-])cc2)NC1c1ccc([N+](=O)[O-])cc1 (configuration not stated) | -8 | -16 | 0.8 | 9 | 7 | -3 | 0 | 14 | 0 | 21 | 2
28 | COc1ccc(OC)c(NC(=O)NNC(=O)CCCOc2ccc(Cl)cc2C)c1 | 21 | 12 | -0.1 | -1 | 1 | 6 | -7 | 16 | 1 | 27 | 2
29 | c1cc2c(cc1Cn1cnnn1)OCO2 | -11 | 1 | -1.3 | 6 | 7 | -2 | -12 | 10 | -4 | 32 | 12
30 | Cc1cnc(C(=O)Nc2nnc(SCc3c(Cl)cccc3Cl)s2)cn1 | -14 | 14 | -1.7 | 0 | -7 | 1 | -1 | 26 | -2 | 4 | -16
31 | CCCCn1c(N)c(N(CCC(C)C)C(=O)c2cc(CC)c(C)s2)c(=O)[nH]c1=O | -14 | -27 | -1.1 | -12 | 12 | 3 | -4 | 4 | 5 | 2 | -2
32 | CCOC(=O)c1sc(-c2ccc(F)cc2)cc1N | -36 | -48 | 3.5 | -61 | -108 | -27 | -2 | 0 | -1 | -37 | -4
33 | CCc1nc2ccc(C(=O)N(C)Cc3ccccc3)cn2c1N(C)Cc1ccc(OC)cc1 | -1 | -5 | -1.0 | 3 | 17 | · | 2 | 7 | 6 | 8 | ·
34 | COc1cccc(C(c2c(NC(=O)c3ccccc3)sc(C)c2C)N2CCN(C)CC2)c1 (configuration not stated) | -6 | -13 | -1.6 | -6 | -8 | -1 | 2 | 14 | 6 | 2 | -7
35 | Cc1nn(-c2ccccc2)c(Cl)c1/C=C/C(=O)c1ccccc1 | · | · | -1.3 | -20 | -1 | -6 | -4 | 7 | 0 | -2 | -5
36 | COc1cccc(CCNC(=O)CC2C(=O)NCCN2Cc2ccc(Cl)c(F)c2)c1 (configuration not stated) | 19 | -18 | -3.9 | 7 | -15 | 14 | -4 | 5 | 7 | -10 | -7
37 | CCOc1ccc(C2C(C(=O)c3ccco3)=C(O)C(=O)N2Cc2cccnc2)cc1 (configuration not stated) | -10 | -34 | -0.1 | -16 | 8 | 6 | 5 | 0 | 0 | -16 | 3
38 | N#Cc1nc(-c2ccc(OCc3ccccc3)cc2)oc1NCc1cccnc1 | -1 | 6 | 1.6 | 0 | 6 | -2 | 0 | -3 | 1 | -23 | -4
39 | O=C(Nc1cccc(NC(=O)c2cccs2)c1)c1ccc2c(c1)OCCO2 | -11 | -19 | -1.5 | -39 | -18 | 1 | -6 | 10 | -2 | -18 | -8
40 | CCOC(=O)N1CCC(N2C(=O)c3ccc(C(=O)O)cc3C2=O)CC1 | 9 | 11 | -0.2 | 1 | 12 | -8 | 9 | 10 | 4 | -8 | 10
41 | CCOC(=O)CNc1nc(C#N)nc(N2CCOCC2)n1 | -8 | 5 | -0.4 | -1 | 11 | -12 | 1 | -5 | -7 | 10 | -7
42 | CN(C)c1ccccc1C(=O)N1CCCC(C(=O)c2ccc3ccccc3c2)C1 (configuration not stated) | -2 | 9 | 2.7 | 1 | 2 | 14 | 14 | 8 | -3 | 21 | -9
43 | CCCC(=O)N(CCN(Cc1ccccc1)C(=O)CCC)Cc1ccccc1 | 2 | -3 | 0.7 | 9 | 1 | 1 | 10 | 9 | -9 | 5 | -19

A portion of the library. The share of hits here may be higher or lower than overall.
